# proCasp7 act = counter-screen for procaspase-3 activators: activators of human procaspase-7. P55210. recombinant procaspase-7, Ac-DEVD-pNA absorbance 405 nm; D23A/D198A/D206A triple mutant, cannot self-cleave; scale: DMSO 0, 5 µM enzyme 100. activation, % at 8.5 µM. hit rate 0.093% among 330,000;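 active = percent activation above the screen-wide mean plus 3 SD, cut at about 25% in these data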
# Target sequence (P55210 whole entry D23A/D198A/D206A): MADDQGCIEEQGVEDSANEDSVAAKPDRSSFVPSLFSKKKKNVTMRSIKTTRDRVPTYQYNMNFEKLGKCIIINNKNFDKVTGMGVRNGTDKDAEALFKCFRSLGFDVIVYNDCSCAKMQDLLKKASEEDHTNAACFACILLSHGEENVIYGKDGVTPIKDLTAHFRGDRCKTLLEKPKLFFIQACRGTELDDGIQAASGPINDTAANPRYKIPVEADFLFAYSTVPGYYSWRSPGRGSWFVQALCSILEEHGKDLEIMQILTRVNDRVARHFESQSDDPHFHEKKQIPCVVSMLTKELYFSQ
#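 Material: Procaspase-7 triple mutant (PC-7 D3A) | Quantity: 2 µM procaspase-7 mutant as dispensed | Reagent: DEVD-pNA substrate | Times: 1 h preincubation, 2 h reaction | Technique: 405 nm absorbance of p-nitroaniline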
# CTSL1 counter = blocks F. hepatica cathepsin L1 in PFM18AAP counter-screen | recombinant F. hepatica cathepsin L1, Z-Leu-Arg-MCA fluorescence | inhibition, % at 5.96 µM | hit rate 0.49% among 300,000;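 active = inhibition above the mean of all tested compounds plus 3 SD, set per screening campaign, cut at about 17% in these data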;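 note: 0% = plate median of test compound wells and 100% = 1 µM Z-Phe-Ala-diazomethylketone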
# Efflux pump mplx = inhibitors of Candida antifungal efflux pumps expressed in yeast | S. cerevisiae Candida pump triplex, Nile Red efflux | inhibition, % at 10 µM | hit rate 0.44% among 330,000;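 active = plate passing quality check with inhibition over a set limit, or well fluorescence over plate mean plus 4 SD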;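 note: Nile Red retained in pooled yeast measured as flow cytometry median fluorescence; 0% = buffer negative control and 100% = Enniatin B positive control; higher means more Nile Red kept so more efflux inhibition; some compounds called inactive have numbers as strong as hits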
# GASC-1 inh = human JMJD2C demethylase inhibition. hit rate 0.069% among 330,000. Q9H3R0. inhibition, % at 2.35 µM. GST-JMJD2C(1-420) H3K9me3 demethylation, DELFIA europium;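 active = more than half of a compound's replicate wells show inhibition beyond 50%, single wells judged on their own value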;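 note: signal counts dimethyl H3K9 product captured on neutravidin plate; 0% = median of DMSO wells and 100% = 0.3 times that DMSO median; strong numbers were not always called active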
# Target sequence (Q9H3R0 1-420 limits assumed): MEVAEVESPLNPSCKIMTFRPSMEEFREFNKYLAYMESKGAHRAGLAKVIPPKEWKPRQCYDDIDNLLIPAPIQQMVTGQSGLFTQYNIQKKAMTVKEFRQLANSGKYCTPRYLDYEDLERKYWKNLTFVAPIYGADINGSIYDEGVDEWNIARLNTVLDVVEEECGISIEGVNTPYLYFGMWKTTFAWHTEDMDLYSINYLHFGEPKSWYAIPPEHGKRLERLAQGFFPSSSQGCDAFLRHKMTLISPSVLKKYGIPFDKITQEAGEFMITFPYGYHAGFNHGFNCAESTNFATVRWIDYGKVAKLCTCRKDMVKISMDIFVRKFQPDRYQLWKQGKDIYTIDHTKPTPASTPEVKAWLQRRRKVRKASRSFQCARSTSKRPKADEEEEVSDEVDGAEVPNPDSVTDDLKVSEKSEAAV
# proCasp3 act = procaspase-3 (human) activation. AID 463141. recombinant procaspase-3 D3A, Ac-DEVD-pNA absorbance 405 nm. hit rate 0.11% among 330,000. activation, % at 8.5 µM;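 active = activation above the mean of all tested compounds plus 3 SD, cut at about 21% in these data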;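 note: 0% = DMSO alone and 100% = DMSO wells spiked with extra 5 µM PC-3 D3A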
# Target sequence (P42574 whole entry D9A/D28A/D175A): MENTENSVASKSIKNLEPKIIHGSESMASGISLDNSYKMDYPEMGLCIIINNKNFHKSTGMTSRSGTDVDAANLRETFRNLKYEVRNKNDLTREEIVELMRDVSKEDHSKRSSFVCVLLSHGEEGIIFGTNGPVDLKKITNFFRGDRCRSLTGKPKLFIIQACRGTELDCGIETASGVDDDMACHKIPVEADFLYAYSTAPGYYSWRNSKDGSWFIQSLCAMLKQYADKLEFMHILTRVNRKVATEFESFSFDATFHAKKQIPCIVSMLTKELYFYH
#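 Technique: 405 nm absorbance of p-nitroaniline, reads at 0 and 120 min; Test system: Procaspase-3 D3A mutant; Incubation: 1 h enzyme-compound preincubation, then 2 h substrate reaction, 25 °C; Repeats: singlicate, each compound tested once; Benchmarks: low control DMSO wells, high control DMSO plus 5 µM PC-3 D3A.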
# TPT1 inhibitor = blocks Candida albicans tRNA 2'-phosphotransferase; recombinant caTPT1, FP RNA substrate dephosphorylation; hit rate 0.81% among 300,000; inhibition, % at 5 µM;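 active = inhibition above the mean of all tested compounds plus 3 SD, set per screening campaign, cut at about 24% in these data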;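 note: plate controls were DMSO alone for no effect and ferristatin control at 100 nM for full effect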
# PP1 counter = counter-screen for PP5 inhibitors: inhibitors of human PP1-alpha; P62136; purified PP1alpha, OMFP fluorescence; inhibition, % at 6.7 µM; hit rate 0.9% among 320,000; AID 2235;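 active = inhibition above the mean inhibition of all tested compounds plus 3 SD, computed separately for each screening campaign, cut at about 15% in these data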
# core dimer inh = blocks dimerization of HCV core protein; TR-FRET GST/Flag-core106 dimerization, 1536-well; hit rate 0.33% among 300,000; AID 1899; inhibition, % at 5 µM;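 active = inhibition above the mean of all tested compounds plus 3 SD, set per screening campaign, cut at about 45% in these data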
#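 System: GST/Flag-tagged HCV core106 proteins. Incubation: compound-protein-antibody incubation 4 h at 22.5 °C. Technique: HTRF with 340 nm excitation, 617/671 nm emission. Medium: KF-containing HEPES buffer, pH 7.45, DTT, CHAPS, BSA. Read-out: inhibition (%) from 671 over 617 nm ratio. Also added: Eu(K)-anti-GST 90 ng/mL plus XL665-anti-Flag 1 µg/mL.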
# PP5 inh = PP5 (human) phosphatase inhibition; P53041; purified PP5c, OMFP substrate fluorescence; inhibition, % at 6.7 µM; AID 1987; hit rate 0.18% among 320,000;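 active = inhibition above the campaign's mean inhibition across all tested compounds plus 3 SD, cut at about 9.5% in these data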;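 note: 0% = DMSO only and 100% = 100 µM cantharidin control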
# * marks the source's active call; other numbers are inactive results; / = no result given. Rows are unselected, and some 2.9% of all compounds hit somewhere here.
# Every second line gives: proCasp7 act	CTSL1 counter	Efflux pump mplx	GASC-1 inh	proCasp3 act	TPT1 inhibitor	PP1 counter	core dimer inh	PP5 inh
CSc1nsc(SC)c1C(=O)N1CCN(S(=O)(=O)c2ccc(C)cc2)C1C(C)C (stereo not given)
    0	-3	0.2	-18	-7	1	-1	7	2.9
COc1ccc(/C=N/NC(=O)c2ccc(C)nc2)cc1O
    3	0	0.6	-10	2	4	-2	1	2.1
Cc1ccnc(NC(=O)CCC(=O)N(CC(=O)NCc2ccccc2)Cc2cccs2)c1
    3	-1	0.1	6	-7	1	0	2	3.2
O=C(NC1CCCCCC1)c1ccc(OCC2CCCO2)cc1 (stereo not given)
    -9	4	-0.1	3	0	5	1	-5	2.7
S=c1[nH]nc(-c2cccnc2)n1/N=C/C=C/c1ccco1
    -10	1	-0.1	-3	-10	2	-2	9	0.0
COc1ccccc1N1CCN(S(=O)(=O)c2c(C)[nH]c(C)c2C(=O)N2CCCC2)CC1
    -7	-1	-0.4	-5	4	-4	1	-12	0.2
O=C1c2ccccc2S(=O)(=O)c2cc(C(=O)N3CCC(N4CCCC4)CC3)ccc21
    0	-1	0.0	3	0	0	-1	0	0.1
COc1cccc(C2c3c(oc4ccccc4c3=O)C(=O)N2CCCN2CCOCC2)c1 (stereo not given)
    -14	1	0.7	1	-5	4	-13	2	3.2
Cc1ccc(C(=O)NCCCNC(=O)c2ccco2)cn1
    3	4	-0.1	-1	-2	-6	2	-19	2.4
COc1ccccc1NC(=O)COC(=O)c1ccc2ccccc2n1
    4	/	0.5	5	4	/	/	/	/
O=C(NCC1CCCO1)/C(=C\c1ccccc1F)NC(=O)c1ccccc1 (stereo not given)
    0	-2	0.2	-4	3	3	2	-7	2.5
O=C(COc1ccc(Cl)cc1)N1CCN(C(=O)c2ccccc2F)CC1
    -3	-3	0.0	19	-5	0	-4	1	0.0
COc1ccccc1N=Nc1ccc(N)c(C)c1
    -11	0	0.1	3	-4	0	1	-17	3.3
O=C(Nc1ccc(Cl)cc1)c1cncs1
    9	-1	-0.1	2	-9	4	-3	-2	-0.7
COc1cccc(C(=O)Nc2ccc(NC(=O)C3CC=CCC3C(=O)O)cc2)c1 (stereo not given)
    4	1	0.2	11	-6	2	-6	8	-3.2

# Reformatted: entries from further up
> COc1ccccc1N=Nc1ccc(N)c(C)c1
  proCasp7 act: -11	CTSL1 counter: 0	Efflux pump mplx: 0.1	GASC-1 inh: 3	proCasp3 act: -4	TPT1 inhibitor: 0	PP1 counter: 1	core dimer inh: -17	PP5 inh: 3.3
> O=C1c2ccccc2S(=O)(=O)c2cc(C(=O)N3CCC(N4CCCC4)CC3)ccc21
  proCasp7 act: 0	CTSL1 counter: -1	Efflux pump mplx: 0.0	GASC-1 inh: 3	proCasp3 act: 0	TPT1 inhibitor: 0	PP1 counter: -1	core dimer inh: 0	PP5 inh: 0.1
> COc1ccccc1N1CCN(S(=O)(=O)c2c(C)[nH]c(C)c2C(=O)N2CCCC2)CC1
  proCasp7 act: -7	CTSL1 counter: -1	Efflux pump mplx: -0.4	GASC-1 inh: -5	proCasp3 act: 4	TPT1 inhibitor: -4	PP1 counter: 1	core dimer inh: -12	PP5 inh: 0.2
> S=c1[nH]nc(-c2cccnc2)n1/N=C/C=C/c1ccco1
  proCasp7 act: -10	CTSL1 counter: 1	Efflux pump mplx: -0.1	GASC-1 inh: -3	proCasp3 act: -10	TPT1 inhibitor: 2	PP1 counter: -2	core dimer inh: 9	PP5 inh: 0.0

# 3 entries drawn at random from the list so far:
# Every second line gives: proCasp7 act	CTSL1 counter	Efflux pump mplx	GASC-1 inh	proCasp3 act	TPT1 inhibitor	PP1 counter	core dimer inh	PP5 inh
O=C(Nc1ccc(Cl)cc1)c1cncs1
    9	-1	-0.1	2	-9	4	-3	-2	-0.7
O=C(NC1CCCCCC1)c1ccc(OCC2CCCO2)cc1 (stereo not given)
    -9	4	-0.1	3	0	5	1	-5	2.7
Cc1ccnc(NC(=O)CCC(=O)N(CC(=O)NCc2ccccc2)Cc2cccs2)c1
    3	-1	0.1	6	-7	1	0	2	3.2

# The list continues.
# Every second line gives: proCasp7 act	CTSL1 counter	Efflux pump mplx	GASC-1 inh	proCasp3 act	TPT1 inhibitor	PP1 counter	core dimer inh	PP5 inh
Cc1ccc(C)c(S(=O)(=O)Nc2cc3c4c(c2)CCC(=O)N4CCC3)c1
    1	0	0.2	5	-2	-1	-3	-1	3.9
Cc1ccc(C(=O)NCC(=O)OC(C)C(=O)NC2CCCc3ccccc32)cc1 (stereo not given)
    0	5	-0.1	4	-4	-1	-3	-5	-1.6
CCN(CC)C(=O)c1sc2c(c1C)c(=O)n(-c1ccc(C)c(C)c1)c(=O)n2CC(=O)NCC1CCCO1 (stereo not given)
    2	2	0.1	-33	7	2	9	-2	-1.4
COc1cc(/C=N/NC(=O)c2cccc(NC(=O)c3ccccc3)c2)ccc1O
    9	1	0.0	0	4	3	-5	-9	-0.7
O=C(OCCCCOC(=O)c1ccccc1)c1ccccc1
    8	0	0.2	0	7	-3	-1	-2	0.8
O=C(COC(=O)/C=C/c1cccs1)NC(c1ccccc1)c1ccccc1
    -6	-7	0.0	-22	1	0	2	8	1.2
CCOc1ccc(OCC(=O)NCCS(=O)(=O)N2CCN(c3ccc(F)cc3)CC2)cc1
    1	-1	-0.1	5	-5	-1	1	8	1.4
CCOC(=O)C1CCN(Cc2nc3ccc(Cl)cc3n2CCO)CC1
    10	0	0.1	-4	10	3	1	5	2.2
Cc1c(NS(=O)(=O)c2ccc(Cl)c(C(=O)OC(C)C(=O)NCc3ccco3)c2)c(=O)n(-c2ccccc2)n1C (stereo not given)
    9	3	0.0	-9	5	-1	-1	0	-1.4
O=C(Nc1ccc(Cl)c(Cl)c1)Nc1cc(S(=O)(=O)N2CCOCC2)ccc1N1CCCC1
    0	2	-0.1	1	10	0	10	18	3.0
O=C(CN1C(=O)c2cccc3cccc1c23)N1CCN(c2cccc(Cl)c2)CC1
    -3	1	-0.1	0	-4	-1	0	6	-0.2
N[C@@H](Cc1ccccc1)c1nnc2sc(SCc3ccccc3)nn12
    -8	7	-0.1	-11	-2	2	3	2	-0.9
CC(C)NC(=O)c1ccccc1S(=O)c1ccccc1C#N (stereo not given)
    -5	-4	0.1	3	-6	-5	-1	-5	3.6
CC1CN(c2cnn(C(C)C)c(=O)c2Cl)CC(C)O1 (stereo not given)
    1	-3	-0.1	5	-5	-5	2	-9	2.5
COc1ccc(C(=O)/C(=C/O)N=Nc2ccc(F)cc2)cc1
    -3	-5	-0.3	-35	-5	0	-2	17	1.5
CC(=O)c1c(O)cc(C)n(Cc2ccccc2)c1=O
    -2	1	-0.1	0	-6	-2	1	-1	-1.2
CCNS(=O)(=O)c1ccc2c(c1)n(C)c(=O)n2C
    2	-2	-0.1	-49	-3	-5	-3	-1	2.8
CN(NC(=O)c1ccccc1Cl)c1ncc(C(F)(F)F)cc1Cl
    4	1	-0.1	-3	2	-3	6	-3	1.5
CS(=O)(=O)N1c2ccccc2[C@]2([C@@]34C[C@H]5C(=O)N[C@@H](Cc6ccccc6)C(=O)N5[C@@H]3N(S(C)(=O)=O)c3ccccc34)C[C@H]3C(=O)N[C@@H](Cc4ccccc4)C(=O)N3[C@H]12
    3	-2	0.1	-12	8	-3	7	23	1.8
COc1cccc(CNC(=O)C2CCN(C(=O)N(C)C)CC2)c1
    10	-4	0.0	5	4	1	-5	1	4.7
COCCNC(=S)N/N=C/c1ccc(OCc2ccc(C(=O)OC)cc2)cc1
    -9	2	0.0	4	1	-1	4	11	2.9
COc1cc2c(cc1OC)/C(=C/c1ccc(Br)cc1)C(=O)OC2
    -4	4	0.8	-7	-9	-1	2	6	-3.6
Nc1nc(-c2ccc3c(c2)CCC(=O)N3)cs1
    -13	2	0.4	10	-5	-2	-1	5	0.1
Cc1ccccc1C(=O)Nc1sc(C)c(C)c1C(=O)c1ccccc1
    -10	-2	-0.2	7	-4	3	-2	1	-1.0
CC(C)(C)c1nnc(NC(=O)c2cccnc2Cl)s1
    -7	0	0.0	-38	10	0	-3	0	-0.6
CCc1cc(=O)oc2cc(OCC(N)=O)c(Cl)cc12
    1	-1	0.0	11	4	-4	-4	-7	2.7
Cc1ccc2c(c1)N(CC(=O)NCCCN1CCN(C)CC1)C(=O)CO2
    -1	2	0.0	-13	7	-1	0	-6	1.1
Fc1ccccc1Cc1nnc2n1N=C(c1ccc(Cl)cc1)CS2
    0	5	0.1	-10	-2	-1	1	7	1.4
Cc1ccc(S(=O)(=O)N2CCN(C3CC(=O)N(CCc4ccccc4)C3=O)CC2)cc1C (stereo not given)
    5	3	0.0	0	-1	2	0	4	4.2
Cc1nn(Cc2c(Cl)cccc2Cl)c(C)c1N
    3	-2	0.1	0	0	-2	0	-6	-0.5
COCCn1c(N2CCCC2)nc2c1c(=O)[nH]c(=O)n2C
    -11	-11	-0.1	-1	-1	5	-3	0	-0.3
CCC(=O)c1ccc(OCC(=O)Nc2ccc3c(c2)OCCO3)cc1
    -6	/	0.4	11	0	/	/	/	/
O=C(CCNC(=O)c1ccc(Cl)cc1)NC1CCCCCC1
    -6	/	0.1	-4	6	/	-2	/	2.3
COc1cc(C)nc(N(C)S(=O)(=O)c2ccccc2Cl)n1
    -10	-2	0.1	9	-2	-1	0	-2	2.2
COc1ccc(CC(C)N2CCN(c3ccccc3OC)CC2)cc1OC (stereo not given)
    3	0	0.0	-16	6	-4	-1	-1	-1.6
CCn1cc(/C=N/N=C2\CCC3C4CCc5cc(O)ccc5C4CC[C@]23C)c(C)n1 (stereo not given in full)
    -1	7	0.0	-15	-10	1	2	-6	3.0
O=C(Cn1ccc([N+](=O)[O-])n1)N1CCc2ccccc21
    3	-1	0.0	-3	2	-1	-3	-2	0.0
O=C(c1ccc(OC2CCN(Cc3ccccc3OC(F)F)CC2)cc1)N1CCCC1
    5	4	-0.2	1	8	-6	-7	-3	-0.4
O=C(Nc1cc(F)ccc1F)C1CCN(S(=O)(=O)c2cccc3nonc23)CC1
    -4	-2	0.3	0	4	-3	-4	7	2.1
COc1ccc(-c2csc(NCc3ccco3)n2)cc1C
    -8	2	-0.1	0	2	16	5	33	2.2
N#CCN(N=Nc1ccccc1)c1ccccc1
    0	1	-0.3	-10	0	-5	1	0	2.0
COc1ccc2cc(C(=O)N3CCCC(Nc4ccc(F)cc4)C3)n(C)c2c1 (stereo not given)
    1	-3	-0.2	6	13	1	-2	-1	2.9
COc1ccc(/C=N/Nc2ccccn2)cc1OC
    -3	3	0.2	-7	6	2	-5	-8	1.4

# Source: PubChem
